Tb PFK inh: qHTS Assay to Find Inhibitors of T. brucei phosphofructokinase. 330,000 tested, 0.17% active. ATP-dependent 6-phosphofructokinase (Trypanosoma brucei brucei), O15648. Potency, µM (highest dose often 57.5 µM), without a hit: at the top dose activity, negative = inhibition, most hits filed as inhibitors. T. brucei PFK, ADP-Glo luminescence;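 note: potency is the fitted concentration of half-maximal effect; 0% = uninhibited 1x PFK enzyme wells and -100% = no-enzyme wells; nearly all actives have a fitted effect of over 60% in size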
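Luminescent ADP detection (ADP-Glo, two-step: ATP depletion then ADP-to-ATP conversion for luciferase) reported PFK activity after 45 min room-temperature reaction of 1.25 nM enzyme with 0.5 mM F6P and 0.1 mM ATP at pH 8.0.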
TSHR antag: Antagonists of the Thyroid Stimulating Hormone Receptor: HTS campaign; AID 504810, 2011; 330,000 tested, 0.2% active; TSHR-expressing cells, TSH-stimulated cAMP HTRF, 2 h; stronger effect = lower value; Thyrotropin receptor (Homo sapiens), P16473; activity change, negative = inhibition, % at 11.5 µM;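 active = activity change below a set negative limit, meaning inhibition stronger than a set level, cut at about -70% in these data; inconclusive = activity change between two set negative limits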; note: % is set by controls: 0 for no effect and ±100 for the full control effect
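Antagonism was scored as loss of TSH-driven cAMP in TSHR cells, stimulated with 4nM TSH (EC80) for 2 hours at 37 deg C and detected by homogeneous HTRF competition immunoassay.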
Giardia kill: Small Molecules that selectively kill Giardia lamblia: qHTS | Giardia lamblia trophozoite viability | activity change, % at 7.66 µM, hits read low | 340,000 tested, 0.15% active; in the data active = activity change below about -80%; inconclusive = between about -30% and that limit;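 note: parasites exposed to compound for two days anaerobically before the ATP read; % is set by controls: 0 for no effect and ±100 for the full control effect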
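Media and compound were dispensed first, then trophozoites at 100 cells/well; plates sat 48 hrs at 37 deg C without oxygen before ATP luminescence reagent was added and read after 15-30 min at room temperature.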
FBPA coupling cs: qHTS Assay for Inhibitors of Fructose-1,6-bisphosphate Aldolase from Giardia Lamblia: Coupling assay counterscreen; coupling enzyme system counterscreen, AmpLite Red fluorescence; activity change, negative = inhibition, % at 58.2 µM, hits read low; 290,000 tested, 0.67% active; in the data active = activity change below about -30%; note: % is set by controls: 0 for no effect and ±100 for the full control effect
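Compounds tested against the coupling enzymes alone at 57.5 uM final; readout was AmpLite Red fluorescence (525/598 nm) after 20 min at RT.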
TCR activator: Activators of T cell receptors: qHTS campaign; primary human leukocytes, anti-CD3, IL-2 HTRF, 48 h; Potency, µM (doses to about 9.22 µM), for the others: at the top dose activation of IL-2 secretion, actives largely listed as activators; 330,000 tested, under 10 active; AID 504894, 2011; note: % of control where 0% means no effect
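Primary human leukocytes incubated 48 hr with anti-CD3 beads plus compound, without co-stimulation. Secreted IL-2 measured by HTRF (europium cryptate/d2 anti-IL-2 pair, 320 nm excitation, 665 nm emission).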
CXXC DNA block: qHTS Fluorescence Polarization Assay for Inhibitors of MLL CXXC domain - DNA interaction; Histone-lysine N-methyltransferase 2A (Homo sapiens), Q03164; MLL-CXXC / FITC-HOXA9 DNA fluorescence polarization; Potency, µM (top dose mostly 115 µM), without a hit: at the top dose activity change, negative = inhibition, hits mostly inhibitors; 290,000 tested, 0.037% active; active = well fitted inhibition curve with a large enough effect in the polarisation, with a control signal flat, not every such curve was filed as active; inconclusive = small, poorly fitted or top-dose-only effect, or effect the other way, or a change in a side signal; inactive = no such curve, though single readings can be large or run the other way; the % refers to the polarisation; note: potency is the fitted concentration of half-maximal effect
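Fluorescence polarization: 7 uM MLL-CXXC (stock) preincubated 5 min with compounds, then 50 nM fluorescein-HOX-A9 DNA (stock) added; 30 min ambient. Buffer 50 mM Tris-HCl pH 7.5, 50 mM NaCl, 1 mM DTT, 0.05% BSA.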
AT treatment: qHTS Assay for Identifying a Potential Treatment of Ataxia-Telangiectasia | […] A-T fibroblasts, KAP-1 phosphorylation AlphaLISA; neocarzinostatin DNA damage 30 min before lysis | Potency, µM (series often up to 57.5 µM), without a hit: at the highest dose activation, actives largely listed as activators | 320,000 tested, 0.19% active; note: potency is the fitted concentration of half-maximal effect; % of control where 0% means no effect; nearly all actives have a fitted effect of over 45% in size
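hTERT-immortalized A-T patient fibroblasts ([…]), 500 cells/well in OPTI-MEM, 1% FBS, got compounds for 60 min, then NCS for 30 min at 37C. Lysates were then assayed for phospho-KAP-1 by AlphaLISA (anti-pKAP1 donor, anti-KAP1 acceptor beads), 6 hr at 25C.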
KCNH2 WT inh: qHTS for Inhibitors of KCHN2 3.1: Wildtype qHTS; Voltage-gated inwardly rectifying potassium channel KCNH2 (Homo sapiens), Q12809; U2OS, BacMam KCNH2, thallium flux FluxOr; stronger effect = lower value; activity change, % at 1.84 µM; 340,000 tested, 0.37% active; AID 720551, 2013;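 active = maximum activity change below -70%; inconclusive = maximum activity change between -70% and -50%; inactive = maximum activity change above -50%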; note: % is set by controls: 0 for no effect and ±100 for the full control effect
Target sequence (Q12809 whole entry, looked up): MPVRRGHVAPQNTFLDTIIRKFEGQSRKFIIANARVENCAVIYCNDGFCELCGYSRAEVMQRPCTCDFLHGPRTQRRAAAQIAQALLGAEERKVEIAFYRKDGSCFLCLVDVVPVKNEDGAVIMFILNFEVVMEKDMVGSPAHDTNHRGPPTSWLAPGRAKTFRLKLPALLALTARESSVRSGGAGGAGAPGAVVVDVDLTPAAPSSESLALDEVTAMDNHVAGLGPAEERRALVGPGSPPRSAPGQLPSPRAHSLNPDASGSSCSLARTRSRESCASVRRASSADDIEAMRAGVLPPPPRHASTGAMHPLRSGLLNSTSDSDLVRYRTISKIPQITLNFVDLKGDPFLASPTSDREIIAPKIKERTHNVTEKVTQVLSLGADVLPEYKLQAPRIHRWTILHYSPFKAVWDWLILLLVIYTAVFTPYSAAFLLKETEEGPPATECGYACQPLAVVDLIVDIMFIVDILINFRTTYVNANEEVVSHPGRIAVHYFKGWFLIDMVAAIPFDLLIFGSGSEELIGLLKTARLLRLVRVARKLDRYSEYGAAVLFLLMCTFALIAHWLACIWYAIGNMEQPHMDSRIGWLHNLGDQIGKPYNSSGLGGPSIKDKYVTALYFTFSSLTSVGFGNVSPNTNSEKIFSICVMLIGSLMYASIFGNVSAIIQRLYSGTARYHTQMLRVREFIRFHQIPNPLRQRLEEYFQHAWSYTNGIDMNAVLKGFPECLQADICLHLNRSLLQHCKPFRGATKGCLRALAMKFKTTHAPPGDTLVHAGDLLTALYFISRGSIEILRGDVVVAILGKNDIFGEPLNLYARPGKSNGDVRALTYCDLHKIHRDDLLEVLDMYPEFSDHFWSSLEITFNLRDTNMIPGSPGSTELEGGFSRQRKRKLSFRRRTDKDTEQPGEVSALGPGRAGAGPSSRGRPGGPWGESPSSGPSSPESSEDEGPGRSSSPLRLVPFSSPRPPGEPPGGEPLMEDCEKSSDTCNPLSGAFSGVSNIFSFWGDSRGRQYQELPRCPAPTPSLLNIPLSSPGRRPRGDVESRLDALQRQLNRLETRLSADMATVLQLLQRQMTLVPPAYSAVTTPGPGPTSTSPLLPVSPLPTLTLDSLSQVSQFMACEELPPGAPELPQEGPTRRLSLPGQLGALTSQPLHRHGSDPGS
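U2OS cells transduced with wild-type KCNH2 virus are loaded with FluxOr dye for 45 min, and thallium flux is measured in kinetic reads before and after stimulation buffer. Rate constants are normalized to DMSO controls.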
BCR signal inh: qHTS Assay to Find Inhibitors of Chronic Active B-Cell Receptor Signaling; ABC-DLBCL IkBa-CBG/CBR reporter, luminescence ratio, 4 h; Potency, µM (series often up to 46.1 µM), for inactives: top-dose ratio change, negative = lower green/red ratio, hits mostly inhibitors; 340,000 tested, 0.05% active; AID 493014, 2011; active = well fitted inhibition curve with a large enough effect in the signal ratio, with a control signal flat, not every such curve was filed as active; inconclusive = small, poorly fitted or top-dose-only effect, or effect the other way, or a change in a side signal; the % refers to the signal ratio;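 note: potency is the fitted concentration of half-maximal effect; plate controls were basal doxycycline-induced cells for no effect and cells given 10 µM MG132 for full effect; MG132 reads +100%, hits lower the ratio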
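TMD8 human ABC-DLBCL cells with doxycycline-inducible IκBα–green luciferase fusion and unfused red luciferase, in 0.5% FBS medium; compounds up to 46 uM, 4 h at 37C. Green/red luminescence ratio, filter-overlap corrected, fitted to concentration-response curves.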
GALK inh: qHTS Assay for Inhibitors of Human Galactokinase (GALK) | 270,000 tested, 0.007% active | Potency, µM (top dose mostly 57.5 µM), inactives show top-dose activity change, negative = inhibition, actives largely listed as inhibitors | AID 1868, 2009 | Purified GALK, Kinase-Glo residual ATP luminescence | P51570; note: potency is the fitted concentration of half-maximal effect; % is set by controls: 0 for no effect and ±100 for the full control effect
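Galactose (100 uM) and ATP (35 uM) were turned over by 5 nM GALK for 1 h at RT. Kinase-Glo Plus then converted the remaining ATP into a luminescent signal.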
An asterisk follows results filed as active; ? = inconclusive; / = not tested or not shown; [ ] = remark or other dose. Unless noted, calls come from the whole dose curve; as a rule, active = well fitted curve in the direction sought with a large enough effect; inconclusive = small, poorly fitted or top-dose-only effect, or another doubt; inactive = no such curve, though single readings can be large; an effect the other way counts as inactive or inconclusive.

SMILES | Tb PFK inh | TSHR antag | Giardia kill | FBPA coupling cs | TCR activator | CXXC DNA block | AT treatment | KCNH2 WT inh | BCR signal inh | GALK inh
Cc1ccc(NC(=O)Cn2cc(C(=O)C3CC3)c3ccccc32)cc1 | 1.0% | -5.6 | -18.9 | 1.7 | 6.6% | -0.3% | 1.9% | 0.2 | -0.1% | 3.8%
CCOc1ccc2nc(Cl)c(/C=C/C(=O)c3ccco3)cc2c1 | 1.6% | -0.9 | -20.2 | -4.6 | -0.6% | 23.4% | -0.2% | -0.9 | -11.6% | -3.4%
Cc1cccc(-c2c(O)cc(=O)[nH]c2Cl)c1 | 5.9% | -4.5 | 22.6 | -2.8 | 9.6% | 7.5% | 1.5% | -3.3 | 8.8% | 0.7%
COCCNC(=O)c1cc(Br)ccc1Cl | 13.8% | 4.0 | 11.0 | 3.4 | / | 0.2% | 3.1% | 0.7 | 5.6% | -1.5%
O=C(c1ccc2c(c1)OCO2)N(Cc1cccs1)C1(C(=O)NC2CCCCC2)CCCCC1 | 0.0% | 2.3 | 0.8 | 10.5 | 1.4%[46.1 µM] | -3.2% | 3.9% | 13.9 | -2.0% | -0.2%
CN(C)c1cc[n+](CC[n+]2ccc(N(C)C)cc2)cc1 | -5.9% | -3.3 | -19.6 | / | 2.2% | / | 15.0% | 12.9 | -5.1% | /
COC(=O)c1ccc(COc2cccnc2[N+](=O)[O-])cc1 | 3.3% | 11.9 | -21.5 | 0.7 | -6.9% | 9.2% | 1.9% | -7.9 | -13.4% | -1.0%
Cc1nn(CCCC(=O)Nc2cnn(Cc3ccc(F)cc3)c2)c(C)c1[N+](=O)[O-] | -9.9% | -3.8 | 9.9 | -2.8 | -4.7% | 0.2% | -1.5% | -2.5 | ? | /
COCCC(=O)N1CCCC(C(=O)c2ccc(C(F)(F)F)cc2)C1 (stereo not drawn) | -7.0% | -3.1 | 9.8 | 6.3 | -3.2% | -1.1% | 5.1% | 8.6 | -0.5% | 8.1%
COc1ccccc1-c1nc(-c2ccc(C)nc2OC)no1 | -4.3% | -17.6 | 0.4 | -4.1 | 10.6% | 4.3% | -0.4% | -8.2 | ? | 1.7%
C/C(=N\O)C(=O)NCCCn1ccnc1 | 1.6% | -7.6 | -5.6 | 1.5 | -0.5%[46.1 µM] | 2.3% | 1.4% | -2.3 | 7.4% | 0.5%
CC(=O)NC(Cc1ccccc1C)C(=O)NC1CCN(c2ncccc2[N+](=O)[O-])CC1 (stereo not drawn) | ? | 7.8 | / | -3.0 | 1.7%[46.1 µM] | 17.9% | -0.8% | / | 5.7% | -1.0%
Cc1c(C(=O)NCc2ccccn2)sc2nc(-c3ccc(F)cc3)cn12 | 0.2% | 2.3 | -27.2 | 0.9 | -4.7% | 1.7% | 16.4% | -4.3 | ? | -6.3%
c1ccc2c(c1)nc1sccn12 | -2.1% | 8.4 | 0.0 | 1.5 | / | 8.3% | -4.2% | -7.6 | -1.7% | -0.2%
CNC(=O)/C(=C/c1ccc2c(c1)OCO2)NC(=O)c1ccc(Br)cc1 | -0.4% | 1.3 | -9.4 | 2.3 | 6.6%[46.1 µM] | -0.6% | 10.1% | 0.1 | 0.0% | -2.6%
NCCCCCc1nnc(SCC(=O)c2ccc(Cl)cc2)o1 | -6.8% | 2.0 | -1.1 | 2.5 | 4.4% | -7.1% | -5.1% | 8.0 | 2.0% | 2.5%
Cc1ccc(NCN2C(=O)C3CC=C(Cl)CC3C2=O)cc1 (stereo not drawn) | -4.1% | 0.9 | 2.5 | 4.6 | -8.7% | 25.0% | / | 3.4 | 6.0% | 3.7%
COc1ccc(-c2nnc3c4ccccc4c(C)nn23)cc1S(=O)(=O)N1CCN(CCO)CC1 | 10.6% | 7.8 | -22.3 | 1.0 | -0.4%[46.1 µM] | -14.1% | 3.3% | -0.6 | -5.8% | -0.2%
Cc1ccccc1-n1ncc2c1CC(C)(C)CC2NC(=O)C1=CC(=O)CC(C)(C)O1 (stereo not drawn) | -0.8% | -3.2 | 3.6 | -1.8 | 4.8% | 13.6% | -0.3% | 6.5 | 2.0% | 2.1%
O=C(Cn1cnc2ccccc21)N/N=C/c1ccccc1 | -1.0% | -8.4 | -17.7 | 0.4 | -2.8% | -1.5% | 20.0% | -4.8 | 0.4% | 1.4%
COc1ccc2[nH]c(C)c(CCN3C(=O)C4CC=CCC4C3=O)c2c1 (stereo not drawn) | -0.8% | -6.1 | 0.9 | 0.2 | -2.4% | -1.1% | -2.4% | -3.0 | 6.4% | 0.4%
COc1cc(SC)ccc1C(=O)Nc1nccs1 | -4.5% | -5.4 | ? | -3.7 | -35.9% | -15.5% | -1.4% | -3.9 | ? | 5.3%
COc1ccc(C(=O)NCC(=O)OCC(=O)N2CCc3ccccc32)cc1 | 2.3% | 2.1 | -0.8 | 0.6 | 7.0% | 1.4% | 7.2% | 4.6 | -9.8% | -1.1%
CCc1ccc(S(=O)(=O)Nc2cc3c(cc2N2CCOCC2)n(C)c(=O)c(=O)n3C)cc1 | 0.5% | 18.2 | -11.3 | -5.2 | 8.8% | 0.6% | 2.3% | 2.2 | -4.2% | 2.0%
COc1ccc2c(C)cc(N3CCCCCC3)nc2c1 | -2.2% | 10.6 | 9.1 | 2.0 | -54.8% | -0.8% | 4.2% | -14.2 | ? | 0.1%
Other records:
SMILES | Tb PFK inh | TSHR antag | Giardia kill | FBPA coupling cs | TCR activator | CXXC DNA block | AT treatment | KCNH2 WT inh | BCR signal inh | GALK inh
O=C1c2cccc3cccc(c23)C(=O)N1CCCN(C(=O)c1cccs1)c1cccc(F)c1 | -0.7% | 21.9 | 3.4 | 1.1 | -1.4%[46.1 µM] | 9.3% | -3.1% | -14.1 | -13.4% | 0.9%
CCN(CC)S(=O)(=O)c1ccc(N(C)CCc2ccc(OC)c(OC)c2)nc1 | -1.5% | 3.7 | 5.4 | 0.5 | 4.4% | 5.2% | -3.8% | -4.6 | -1.3% | 2.4%
O=C(NS(=O)(=O)Nc1ccccn1)c1c[nH]c2ccccc12 | 0.2% | 2.7 | 11.0 | -0.3 | 3.3% | 31.4%[activator] | 2.4% | 22.7 | 3.6% | -3.0%
CN(C)c1ncccc1-c1nc2ccccc2s1 | -0.4% | -5.7 | 8.5 | 0.0 | -3.4% | -2.4% | 13.7% | -5.6 | ? | -2.3%
CC(=O)N(c1ccccc1)C(C)c1nc(C#N)c(C#N)nc1C (stereo not drawn) | -0.5% | 3.3 | -18.1 | 0.8 | -3.4%[46.1 µM] | -8.1% | 3.9% | -2.1 | ? | /
O=C(Nc1ccc(N2CCOCC2)c(Cl)c1)C1CCCCC1 | 0.8% | 21.0 | -7.7 | 6.5 | 2.6% | 2.5% | 14.7% | -3.4 | ? | 0.9%
COc1ccccc1NC(=O)COc1ccc(Br)cc1CNCCCN1CCOCC1 | -0.3% | -2.6 | 14.7 | 1.7 | -0.5% | -5.4% | -1.4% | 37.2 | -0.5% | -0.8%
CCN(CC)C(=O)Cn1cc(C(=O)C(=O)NCC2COc3ccccc3O2)c2ccccc21 (stereo not drawn) | -2.2% | 0.6 | 7.3 | 2.6 | 13.3% | 6.5% | -4.2% | 4.6 | ? | 0.4%
CCCC(NS(=O)(=O)c1ccc(C)cc1)C(=O)O (stereo not drawn) | 2.8% | 4.6 | 3.4 | 2.6 | -1.2% | -12.1% | / | -2.8 | -0.3% | -1.1%
COc1ccc(-c2csc3nc(C)nc(N4CCN(c5ccc(C(C)=O)cc5)CC4)c23)cc1OC | 0.3% | -20.5 | ? | -0.3 | 0.2% | 6.4% | -0.5% | -1.9 | -2.6% | -2.7%
CCOc1ncccc1C(=O)OCC(=O)Nc1ccc(S(=O)(=O)N2CCCC2)cc1 | 6.4% | -4.3 | -18.3 | / | -3.9% | / | 7.7% | -6.1 | -5.7% | /
COc1ccccc1NC(=O)COC(=O)c1cnc(C)cn1 | -3.0% | 2.5 | 16.9 | 4.2 | 1.6% | -24.7% | -0.5% | -2.2 | -13.6% | 2.5%
O=S(=O)(NC1=NCCCCCC1)c1cccs1 | 3.4% | 6.6 | 8.1 | -0.6 | -3.9% | -4.6% | 2.5% | -8.6 | 1.6% | 0.2%

Source: PubChem BioAssay (National Center for Advancing Translational Sciences (NCATS))
